Screening results from PubChem.
C diff HTS = C. difficile growth inhibition; AID 1259249; 0.25% of 86,000 active; Clostridium difficile clinical isolate growth, OD600, 24 h; stronger effect = lower value; growth activity, negative = inhibition, % at 16 µg/mL (by protocol);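 active = mean growth activity at or below -80% and every replicate also at or below -80%; inconclusive = mean at or below -80% but some replicate above -80%; inactive = mean growth activity above -80%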;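 also: 0% = DMSO wells and -100% = levofloxacin 16 µg/mL wells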
GASC1 inh = blocks human GASC-1 (KDM4C) demethylase activity; 0.15% of 96,000 active; inhibition, % at 12.5 µM; GST-KDM4C 2-372, H3K9me3 peptide, LANCE TR-FRET; Q9H3R0;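 active = mean replicate inhibition above about 25%, with at least 55% of replicates also reaching it, limit read from the data, passing the limit was not always enough; inconclusive = only one of those two conditions met; inactive = neither condition met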
Target sequence (Q9H3R0 2-372 limits assumed): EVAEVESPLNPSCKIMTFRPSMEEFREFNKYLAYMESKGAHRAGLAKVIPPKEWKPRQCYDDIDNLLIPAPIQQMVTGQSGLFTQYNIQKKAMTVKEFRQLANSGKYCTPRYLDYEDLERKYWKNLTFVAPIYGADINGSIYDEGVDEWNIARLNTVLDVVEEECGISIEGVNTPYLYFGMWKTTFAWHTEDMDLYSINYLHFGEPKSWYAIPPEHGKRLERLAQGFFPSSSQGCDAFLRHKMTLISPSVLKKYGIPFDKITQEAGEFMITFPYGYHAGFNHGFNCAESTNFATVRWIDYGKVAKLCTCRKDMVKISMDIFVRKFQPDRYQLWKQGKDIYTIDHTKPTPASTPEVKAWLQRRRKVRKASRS
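Material: GST-tagged GASC-1 (JMJD2C) catalytic fragment, aa 2-372 / Quantity: enzyme final amount 10 nM / Medium: HEPES buffer, pH 7.5, plus ascorbate / Doses: one test concentration per compound / Incubation: 30 min reaction, 60 min detection, RT / Measured by: LANCE TR-FRET / Read-out: inhibition from TR-FRET ratio decrease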
Tcruzi prolif = inhibitors of T. cruzi proliferation | inhibition, % at 8.34 µM | 5.9% of 77,000 active | T. cruzi beta-gal in NIH3T3, GalScreen luminescence, 90 h;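 active = mean inhibition above about 93%, with at least 55% of replicates each passing it, limit read from the data, passing the limit was not always enough; inconclusive = only one of those two conditions holds; inactive = neither condition holds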
Pf Dd2 inh = blocks growth of Plasmodium falciparum Dd2 parasites; 2.3% of 94,000 active; P. falciparum Dd2 growth, SYBR Green, 72 h; stronger effect = lower value; activity change, % at 10 µM; in the data active = activity change below about -80%; inconclusive = no clear call, values can overlap the other calls
* hit, by the source's call; u = inconclusive; x = no result given; & = joins results of further samples.

Fields: C diff HTS | GASC1 inh | Tcruzi prolif | Pf Dd2 inh
C[C@@H]1CN([C@@H](C)CO)S(=O)(=O)c2ccc(C#Cc3ccccn3)cc2O[C@@H]1CN(C)Cc1cccc(F)c1
  0 | -1.3 | 119* | -31
C[C@H]1CN([C@@H](C)CO)C(=O)c2cc(C#Cc3ccccn3)cnc2O[C@H]1CN(C)CC1CCCC1
  x | 0.3 | -2 | 3
C[C@@H]1CN([C@H](C)CO)C(=O)c2cccc(NC(=O)Nc3ccc(F)cc3)c2O[C@H]1CN(C)Cc1ccc(Cl)c(Cl)c1
  x | -0.1 | 16 | 2
C[C@@H]1CCCCO[C@H](CN(C)Cc2ccccc2)[C@@H](C)CN([C@H](C)CO)C(=O)c2cc(NC(=O)NC3CCCCC3)ccc2O1
  -1 | -0.1 | 0 | 27
O=C(NC[C@@H]1[C@@H](c2ccccc2)[C@@H](CO)N1C(=O)C1CCC1)NC1CCCC1
  -5 | 1.7 | 17 | 14
CO[C@H]1CN(C)C(=O)c2cc(NC(C)=O)ccc2OC[C@H](C)N(Cc2ccccn2)C[C@H]1C
  -1 | 0.0 | 25 | -9
CO[C@@H]1CC[C@H]2CCOc3c(C#N)cccc3C(=O)N(C)C[C@H](C)C(=O)N(C)C[C@H]1O2
  x | -0.9 | 22 | 7
CO[C@H](CN(C)C(=O)c1ccccc1F)[C@H](C)CN([C@@H](C)CO)S(=O)(=O)c1ccc(C)cc1
  x | -1.0 | 24 | 6
COCC(=O)Nc1ccc2c(c1)OC[C@H](C)N(Cc1ccncc1)C[C@@H](C)[C@H](OC)CN(C)C2=O
  -2 | 3.0 | -34 | 15
C/C=C/c1ccc2c(c1)O[C@@H](CN(C)C(=O)C1CCC1)[C@H](C)CN([C@H](C)CO)S2(=O)=O
  x | -1.1 | -8 | -21
COc1ccc2c3c(n(C)c2c1)[C@@H](CO)N(C(=O)NC(C)C)CC31CN(CC2CCOCC2)C1
  -5 | -0.3 | x | 33
COc1cccc(-c2ccc3c(c2)O[C@H](CN(C)CC2CC2)[C@H](C)CN([C@H](C)CO)S3(=O)=O)c1
  -10 | 0.1 | 35 | -49
COc1ccc2c3c([nH]c2c1)[C@@H](CO)N(S(C)(=O)=O)CC31CCN(CC2CCCC2)CC1
  1 | -0.2 | x | -75
C[C@@H]1CN([C@@H](C)CO)C(=O)c2cccc(NC(=O)Nc3ccc(C(F)(F)F)cc3)c2O[C@H]1CN(C)CC1CC1
  2 | x | 34 | 4
Cc1ccc(-c2ccccc2[C@@H]2[C@H](C#N)N(C(=O)c3cccc(F)c3)[C@H]2CO)cc1
  6 | -0.9 | x | -50
CO[C@H]1CN(C)C(=O)c2ccc(NS(C)(=O)=O)cc2OC[C@@H](C)N(C(=O)CC2CC2)C[C@@H]1C
  x | 1.3 | -18 | -58
O=C(NC1CCC1)[C@@H]1[C@@H](CO)[C@@H]2Cn3c(cccc3=O)[C@H]1N2CC1CCCC1
  -4 | -1.4 | x | 1
C[C@H]1CCCCO[C@@H](CN(C)CC2CCCCC2)[C@@H](C)CN([C@@H](C)CO)C(=O)c2cc(NC(=O)CCC(F)(F)F)ccc2O1
  8 | 1.3 | 49 | -33
Cc1cccc(CN(C)C[C@@H]2OCc3cn(nn3)CCCC(=O)N([C@H](C)CO)C[C@H]2C)c1
  x | 0.4 | -3 | 3
COc1ccc(S(=O)(=O)N(C)C[C@H]2OCCCC[C@H](C)Oc3ccc(NC(=O)NC4CCCCC4)cc3C(=O)N([C@@H](C)CO)C[C@H]2C)cc1
  4 | -0.8 | 67 | -81*

Full records as entered above:
`O=C(NC[C@@H]1[C@@H](c2ccccc2)[C@@H](CO)N1C(=O)C1CCC1)NC1CCCC1` is entered as C diff HTS: -5; GASC1 inh: 1.7; Tcruzi prolif: 17; Pf Dd2 inh: 14
`COc1cccc(-c2ccc3c(c2)O[C@H](CN(C)CC2CC2)[C@H](C)CN([C@H](C)CO)S3(=O)=O)c1` is entered as C diff HTS: -10; GASC1 inh: 0.1; Tcruzi prolif: 35; Pf Dd2 inh: -49

The list continues.
Fields: C diff HTS | GASC1 inh | Tcruzi prolif | Pf Dd2 inh
CO[C@@H]1CN(C)C(=O)c2cc(NC(=O)C3CC3)ccc2OC[C@H](C)N(C(=O)CN(C)C)C[C@@H]1C
  0 | 0.6 | 9 | -3
C[C@@H]1CN([C@H](C)CO)S(=O)(=O)c2ccc(C#CC3CCCC3)cc2O[C@H]1CN(C)C
  0 | x | -35 | -63
COCCNC[C@@H]1[C@H](c2ccccc2)[C@H](CO)N1c1nc(C)c(C)s1
  1 | 1.4 | 100* | -28
COc1ccc(NC(=O)Nc2ccc3c(c2)C(=O)N([C@H](C)CO)C[C@H](C)[C@@H](CN(C)C(=O)Nc2ccc(F)cc2)O3)cc1
  1 | 0.2 | 18 | -4
C[C@@H]1CN([C@@H](C)CO)C(=O)c2cc(NC(=O)C3CC3)ccc2O[C@@H]1CN(C)S(C)(=O)=O
  1 | 0.6 | 14 | 5
COC(=O)[C@H]1[C@H](CO)[C@H]2Cn3c(ccc(-c4ccccc4F)c3=O)[C@H]2N1C(=O)c1ccccn1
  -2 | 0.4 | 31 | x
O=C(C[C@H]1CC[C@@H](NC(=O)Nc2ccc3c(c2)OCO3)[C@@H](CO)O1)NCc1ccc2c(c1)OCO2
  7 | 3.3 | -16 | -8
CO[C@H](CN(C)S(=O)(=O)c1ccc(C)cc1)[C@@H](C)CN([C@H](C)CO)S(=O)(=O)c1cccc(Cl)c1
  x | -1.3 | 76 | -9
CC(C)NC(=O)Nc1ccc2c(c1)CC(=O)N([C@@H](C)CO)C[C@@H](C)[C@H](CN(C)S(=O)(=O)c1cccs1)O2
  -8 | -0.3 | 59 | -17
C[C@H]1CN([C@@H](C)CO)C(=O)c2cc(NS(=O)(=O)c3cccs3)ccc2O[C@@H]1CN(C)Cc1ccc(Oc2ccccc2)cc1
  x | -0.9 | 47 | 16
CCCNC(=O)[C@H]1[C@H](CO)[C@H]2Cn3c(ccc(-c4ccc(OC)cc4)c3=O)[C@H]2N1CCC
  5 | 13 | 88 | -8
C[C@@H]1CCCCO[C@H](CN(C)C(=O)Nc2ccccc2)[C@@H](C)CN([C@@H](C)CO)C(=O)c2cc(NC(=O)c3ccncc3)ccc2O1
  -10 | -1.5 | 37 | -45
CC(C)NC(=O)N(C)C[C@H]1Oc2ccc(NC(=O)Nc3cccc4ccccc34)cc2CC(=O)N([C@H](C)CO)C[C@@H]1C
  2 | 1.0 | -15 | -19
COC(=O)[C@@H]1[C@@H](CO)[C@@H]2Cn3c(ccc(/C=C/c4ccccc4)c3=O)[C@@H]2N1C(=O)CC1CC1
  -1 | -1.8 | 42 | 3
COC(=O)C[C@@H]1CC[C@H](NS(=O)(=O)c2ccc(OC)cc2)[C@H](CO)O1
  x | 3.7 | -13 | 5
COc1cccc(S(=O)(=O)Nc2ccc3c(c2)OC[C@@H](C)N(Cc2ccccc2F)C[C@H](C)[C@@H](OC)CN(C)C3=O)c1
  x | 2.0 | u | -18
COc1ccc(NC(=O)N[C@H]2CC[C@@H](CCNS(=O)(=O)c3cccc(Cl)c3)O[C@H]2CO)cc1
  2 | -0.7 | 92 | -13
CN(C)CCCNC(=O)[C@H]1[C@H](CO)[C@H]2Cn3c(cccc3=O)[C@@H]1N2C(=O)Nc1cc(F)ccc1F
  3 | 2.2 | 13 | x
O=C(Nc1cccc(Cl)c1)N[C@@H]1CC[C@@H](CCNC(=O)C2CCCCC2)O[C@H]1CO
  1 | -0.5 | -10 | -13
O=C(C[C@H]1CC[C@@H]2[C@H](COC[C@H](O)CN2Cc2cccc(-c3ccncc3)c2)O1)N1CCOCC1
  3&-11 | -0.8 | 44 | 38

Next structures.
smiles	C diff HTS	GASC1 inh	Tcruzi prolif	Pf Dd2 inh
Cc1noc(C)c1S(=O)(=O)Nc1ccc2c(c1)C(=O)N([C@@H](C)CO)C[C@@H](C)[C@H](CN(C)S(=O)(=O)c1ccccc1)O2	x	-0.2	-59	-63
C[C@H](CO)N1C[C@H](C)[C@H](CN(C)Cc2ccncc2)Oc2ncc(-c3ccc(F)cc3)cc2C1=O	x	0.5	28	1
O=C(NCC[C@@H]1CC[C@H](NC(=O)c2ccccc2F)[C@@H](CO)O1)c1cnccn1	-1	1.4	x	-8
Cc1ccc(S(=O)(=O)NCC[C@@H]2CC[C@H](NC(=O)CCN3CCCCC3)[C@H](CO)O2)cc1	6	-0.2	25	5
O=C(C1CCCC1)N1CC2(C1)[C@H](c1ccccc1)[C@@H](CO)N2C(=O)c1cccnc1	-2	-2.3	x	6
C[C@@H]1CN([C@H](C)CO)C(=O)c2cc(NC(=O)CCN3CCOCC3)ccc2O[C@@H]1CN(C)C(=O)NC1CCCCC1	0&-3	-0.8	x	1
CNC(=O)C[C@@H]1CC[C@@H]2[C@H](COC[C@H](O)CN2C(=O)c2ccc3c(c2)OCO3)O1	26&-1	3.4	x	-40
CCCc1cn(CC[C@@H]2CC[C@H](NC(=O)C3CCOCC3)[C@@H](CO)O2)nn1	2	2.9	15	-4
C[C@@H]1CN([C@H](C)CO)C(=O)c2cccc(NS(=O)(=O)c3ccc(F)cc3)c2O[C@H]1CN(C)C(=O)Nc1ccc(F)cc1	-4	0.5	-7	14
Cc1ccc(S(=O)(=O)Nc2ccc3c(c2)C(=O)N([C@H](C)CO)C[C@@H](C)[C@@H](CN(C)Cc2ccc4c(c2)OCO4)O3)cc1	-4	0.5	68	15
CC(C)NC(=O)Nc1ccc2c(c1)C(=O)N([C@H](C)CO)C[C@H](C)[C@@H](CN(C)C(=O)Nc1ccccc1)O2	x	2.8	25	42
Cc1noc(C)c1S(=O)(=O)N(C)C[C@@H]1OCCCC[C@H](C)Oc2ccc(NC(=O)CCC(F)(F)F)cc2C(=O)N([C@@H](C)CO)C[C@H]1C	1	-1.1	19	-45
CO[C@@H]1CN(C)C(=O)c2ccc(NC(=O)C3CCCCC3)cc2OC[C@@H](C)N(Cc2nccs2)C[C@H]1C	x	0.9	-1	x
CCC(=O)N1CC2(CN(Cc3ccc(Cl)cc3)C2)c2c([nH]c3cc(OC)ccc23)[C@H]1CO	13	-0.5	x	-77
CC(C)NC(=O)N1CC2(C1)[C@H](c1ccccc1)[C@@H](CO)N2Cc1cccnc1	9	0.8	x	9
Cc1ccc(S(=O)(=O)N(C)C[C@H]2Oc3cc(C#CC4CCCC4)ccc3S(=O)(=O)N([C@@H](C)CO)C[C@@H]2C)cc1	14	-1.5	121*	-64
CCC(=O)Nc1ccc2c(c1)OC[C@@H](C)N(C(=O)c1ccccn1)C[C@H](C)[C@@H](OC)CN(C)C2=O	0	-0.5	1	x
O=C(Nc1ccccc1)N[C@@H]1CC[C@@H](CCn2cc(C3(O)CCCC3)nn2)O[C@H]1CO	-4	0.2	36	-8
COC(=O)[C@H]1[C@H](CO)[C@H]2Cn3c(ccc(-c4cccc(F)c4)c3=O)[C@H]2N1C(=O)CC1CC1	-2	0.2	44	6
CO[C@@H]1CN(C)C(=O)c2cc(NC(=O)NC(C)C)ccc2OC[C@@H](C)N(C)C[C@H]1C	1	0.9	-107	20
COc1ccccc1CNC(=O)C[C@@H]1C[C@@H]2c3cc(NC(=O)C4CCC4)ccc3O[C@@H]2[C@@H](CO)O1	-2	-0.8	27	-53
CCCNC(=O)c1cc2c(c(-c3cccc(-c4ccncc4)c3)n1)[C@@H](CCO)N(S(=O)(=O)CC)C2	-2	0.5	x	-30
Cc1ccccc1-c1ccc2c(c1)O[C@@H](CN(C)CC1CC1)[C@@H](C)CN([C@H](C)CO)S2(=O)=O	1	8.7	48	-52
Cc1noc(C)c1NC(=O)Nc1ccc2c(c1)C(=O)N([C@H](C)CO)C[C@@H](C)[C@H](CN(C)CC1CCCCC1)OCCCC[C@@H](C)O2	6	-1.4	24	-19
C[C@@H]1CN([C@@H](C)CO)C(=O)c2cc(NC(=O)Nc3cccc4ccccc34)ccc2O[C@@H]1CN(C)C(=O)Nc1ccccc1	8	-2.1	14	-45
C[C@@H]1CN([C@@H](C)CO)C(=O)c2cc(C#CCc3ccccc3)cnc2O[C@@H]1CN(C)Cc1ccccc1	6	1.4	x	-60
Cc1noc(C)c1NC(=O)NCC[C@@H]1CC[C@@H](NC(=O)c2ccccc2)[C@@H](CO)O1	6	-1.5	-16	-6
